Dengue-2 NS5 capping – Dengue-2 NS5 methyltransferase inhibitors, primary screen, biochemical, confirmation dose response (AID 588689). Dengue-2 NS5 methyltransferase capping enzyme assay, biochemical; higher % means a stronger effect. actives 0.3% (n = 340,000). inhibition, % at 25 µM, or IC50 in µM where a hit was titrated; in the data active means a potency from the dose series
Dengue-2 NS5 capping pilot replicate – also measured in Dengue-2 NS5 capping; calls as there; inhibition, %; measured here: pilot screen replicate inhibition
Starred values were filed as active, the others as inactive. A portion of the library. The share of hits here may be higher or lower than overall.

SMILES	Dengue-2 NS5 capping	others
C=CC[C@H](CC(=O)N(CCO)Cc1ccccc1)C(=O)N[C@H](COC(=O)[C@H](CC=C)CC(=O)OC(C)(C)C)Cc1ccccc1	2%
O=c1ccc2c(-c3ccccc3S(=O)(=O)O)c3ccc(O)c(O)c3oc-2c1O	4.1µM*
O=C(O)/C(=C\c1ccc(Cl)cc1)c1ccc(S(=O)(=O)N2CCCC2)s1	9%
O=C(COC(=O)c1ncc(Cl)c(Cl)c1Cl)Nc1ccc(Cl)cn1	-6%
O=[N+]([O-])c1ccc(CN2CC(N3CCC(Cc4ccccc4)CC3)CS2(=O)=O)cc1 (stereo not given)	-1%
CC1=CC(=O)C(C(C)=Nc2ccccc2[N+](=O)[O-])C(=O)O1 (stereo not given)	13%
O=C(NC(=S)/C(=C1\CCCCCN1)[N+](=O)[O-])c1ccccc1	-5%
O=C(NCc1cccc(Cl)c1)c1cccc(S(=O)(=O)N2CCCC2)c1	-3%
CC(OC(=O)CCNS(=O)(=O)c1ccccc1)C(=O)Nc1ccc(S(=O)(=O)N2CCCCC2)cc1 (stereo not given)	-1%
COc1cc(OC)cc(-c2c(-c3cccs3)c3cc(-c4ccc(OCc5ccccc5)cc4)ccc3n2C)c1	4%
O=C(CSc1nc(C2CC2)n(-c2ccccc2)n1)NCc1ccco1	-1%
C=CCN1CCC(=O)C(C(=O)OCC)=C1C(=O)OCC	-5%	Dengue-2 NS5 capping pilot replicate=2.1
CCC1Nc2ncnc(N3CCOCC3)c2N(Cc2ccc(C)cc2)C1=O (stereo not given)	-3%
C[C@H]1CN([C@@H](C)CO)C(=O)CCCn2cc(nn2)CO[C@@H]1CN(C)C(=O)Nc1ccc(N2CCN(C)CC2)cc1	2%
Cc1ccc(S(=O)(=O)NCC2CCC(C(=O)NCCCN3CCC(C)CC3)CC2)cc1 (stereo not given)	6%
CSCCC(NC(=O)c1ccco1)C(=O)Nc1ccc(C)cn1 (stereo not given)	-13%
COC(=O)[C@]1(Cc2ccccc2)N[C@H](CN(C)C(C)=O)[C@@H]2C(=O)N(Cc3ccccc3)C(=O)[C@@H]21	-1%	Dengue-2 NS5 capping pilot replicate=-3.4
Cc1ccc(-c2noc(COC(=O)c3ccco3)n2)cc1	-2%
O=C(OCc1c(-c2ccccc2)ncc2ccccc12)c1ccco1	-2%
CN(C)c1nc(Cl)nc2c1nc(Cl)n2C1CCCCO1 (stereo not given)	0%
Cc1ccc(S(=O)(=O)N2CCOCC2)cc1NC(=O)CNc1ccccc1N1CCCC1=O	9%
C/C=C/c1cnc2c(c1)C(=O)N([C@@H](C)CO)C[C@H](C)[C@@H](CN(C)S(=O)(=O)c1ccc(C)cc1)O2	-8%
COC(=O)C1CCN(C(=O)COC(=O)CNC(=O)c2ccc(Cl)cc2Cl)CC1	-4%
COc1ccc(CNS(=O)(=O)CCNCc2ccccc2OC)cc1	1%
Nc1ncnc2c1ncn2C1OC(C(=O)NC2CC2)C(O)C1O (stereo not given)	-1%

The last three compounds of the part before open the next one.
SMILES	Dengue-2 NS5 capping	others
COC(=O)C1CCN(C(=O)COC(=O)CNC(=O)c2ccc(Cl)cc2Cl)CC1	-4%
COc1ccc(CNS(=O)(=O)CCNCc2ccccc2OC)cc1	1%
Nc1ncnc2c1ncn2C1OC(C(=O)NC2CC2)C(O)C1O (stereo not given)	-1%
CCCCCCc1nc2nc(Cl)c(Cl)nc2[nH]1	-1%
CCOc1ccc(NC(=O)c2ccccc2-c2ccccc2C(=O)O)cc1	2%
COc1ccc(C(=O)C=Cc2cccs2)c(O)c1	-5%
c1ccc(-c2nnc(-c3ccccn3)nn2)nc1	-6%
Nc1ccc(C(=O)NN2C(=O)[C@H](Cl)C2c2ccc(Cl)cc2)cc1 (stereo not given in full)	-6%
CC(C)(CNC(=O)CCNC(=O)c1ccc(Br)cc1)N1CCOCC1	-3%
Cc1ccc(C2NC(=S)N3C(c4ccc(C)cc4)NC(=S)N23)cc1 (stereo not given)	-1%
CCCCn1c(=S)[nH]c2cc(S(=O)(=O)N3CCOCC3)ccc21	-1%
CN(Cc1ccccc1)C(=O)COC(=O)c1cc(S(=O)(=O)N(C)C)ccc1N1CCCC1	4%
C#CCOCCOCCOCCNc1nc(N2CCN(C(=O)C([C@@H](C)O)n3cc([C@@H](N)CCCCN)nn3)CC2)nc(N2CCN(C(=O)C([C@@H](C)O)n3cc([C@@H](N)CCCCN)nn3)CC2)n1 (stereo not given in full)	-1%
CC1CCc2sc(C(=O)NNC(=O)c3ccncc3)cc2C1 (stereo not given)	-4%
O=C(Nc1ccncc1)c1cccc(S(=O)(=O)N2CCc3ccccc32)c1	-2%
C[n+]1c(-c2ccccc2)cc2c(=Cc3ccccc3)c3ccccc3n21	-9%
O=C(CCN1C(=O)c2ccccc2S1(=O)=O)NCc1ccccc1	-14%
Cc1ccc(N2CC(C(=O)N3CCC4(CC3)CC(=O)c3ccccc3O4)CC2=O)cc1C (stereo not given)	-6%
COc1ccc(/C=C/C(=O)Nc2ccc(S(=O)(=O)N3CCOCC3)cc2)c(OC)c1	0%
COc1ccc(CCNC(=O)COC(=O)CSc2ccc(C(N)=O)cc2[N+](=O)[O-])cc1OC	4%
O=C(c1ccccc1)c1ccc(N2CCN(C(=O)c3ccc(F)cc3F)CC2)c(F)c1	3%
Cc1ccc(C(C)C)cc1OCC(=O)Nc1nnc(C2CC2)s1	8%
COc1ccc(C(CNC(=O)CNC(=O)c2ccc(F)cc2)N2CCCC2)cc1 (stereo not given)	-6%
Cc1noc(C)c1COc1ccc(C(=O)NCCc2ccc(F)cc2)cc1	-6%
COc1ccc(Cc2nc3ccc(C(=O)N4CCC(C(N)=O)CC4)cc3o2)cc1	3%
CN(Cc1ccccc1)C(=O)c1ncn2c1c(=O)[nH]c1cccnc12	2%
Cc1ccc(C=C2C=C(c3ccccc3)OC2=O)cc1	1%
CCCCCCC[C@@H](C/C=C/CCC(=O)O)OC	-7%

Fetched by structure from above, 3 records:
SMILES	Dengue-2 NS5 capping	others
CC(C)(CNC(=O)CCNC(=O)c1ccc(Br)cc1)N1CCOCC1	-3%
COc1ccc(Cc2nc3ccc(C(=O)N4CCC(C(N)=O)CC4)cc3o2)cc1	3%
CCCCCCc1nc2nc(Cl)c(Cl)nc2[nH]1	-1%

Next section.
SMILES	Dengue-2 NS5 capping	others
O=C(Cn1cnc2c(OCc3ccccc3)ncnc21)NCc1ccc2[nH]ccc2c1	-10%	Dengue-2 NS5 capping pilot replicate=-0.9
COc1ccc(-c2coc3cc(O)c(OC)cc3c2=O)cc1	2%
CCN(CC)CCOC(=O)c1cc(Cl)c(N)cc1OC	-1%
C[C@H](CO)N1C[C@H](C)[C@@H](CN(C)Cc2ccc(C(=O)O)cc2)Oc2ccc(NC(=O)Cn3cnnn3)cc2C1=O	-1%	Dengue-2 NS5 capping pilot replicate=1.5
O=C(N[C@H]1C/C=C\C[C@@H](CC(=O)N(CCO)Cc2ccccc2)C(=O)N[C@H](Cc2c[nH]c3ccccc23)COC1=O)OCC1c2ccccc2-c2ccccc21	0%
Cc1ccc(C(=O)OCC(=O)Nc2ccc(N3CCOCC3)cc2)cc1	-1%
O=C(Nc1cc(S(=O)(=O)N2CCOCC2)ccc1N1CCOCC1)c1ccccc1F	0%
O=C(CN1CCN(S(=O)(=O)c2cccc(F)c2)CC1)Nc1ccnn1C1CCCC1	-5%
CCOc1ccc(OCc2ccc(C(=O)NN=Cc3ccc[nH]3)cc2)cc1	-1%
CN(Cc1ccccc1)CC1C2CCC(C2)C1O (stereo not given)	9%
O=C(CNC(=O)c1ccc(F)cc1)NCc1ccc(S(=O)(=O)N2CCOCC2)cc1	-3%
CC1CCc2c(sc(NC(=O)COC(=O)c3ccc(NC(=O)CC#N)cc3)c2C#N)C1 (stereo not given)	0%
O=C(N=C1SC2CS(=O)(=O)CC2N1c1ccccc1)c1ccccc1 (stereo not given)	3%
C[C@@H]1CN([C@@H](C)CO)S(=O)(=O)c2ccc(-c3ccc(C(=O)N(C)C)cc3)cc2O[C@@H]1CN(C)Cc1ccccc1C(=O)O	-3%
O=C(NCc1nnnn1-c1ccc(F)c(F)c1)C(=O)c1c[nH]c2ccccc12	-1%
Cc1cc(C)n2nc(SC(C)C(=O)N3CC(C)OC(C)C3)nc2n1 (stereo not given)	5%
Cc1ccccc1/C(=N\S(=O)(=O)c1ccc(Br)cc1)Nc1ccccc1	-1%
COc1ccccc1C(=O)NC(CCSC)C(=O)OCC(=O)N1CCN(S(=O)(=O)c2ccc(C)cc2)CC1 (stereo not given)	5%
O=c1[nH]c(=O)c2cn[nH]c2[nH]1	3%
O=C(COC(=O)CC1CC2CCC1C2)Nc1ccc(F)cc1Cl (stereo not given)	0%
CCN(CC(=O)Nc1c(F)cccc1F)C(=O)CNC(=O)c1ccc(Br)o1	0%
Cc1ccc(NC(=O)C(c2ccccc2)N2CCN(CC(=O)NC3CC3)CC2)cc1Cl (stereo not given)	10%
CC[C@]12c3[nH]c4ccc(Cl)cc4c3CCN1C(=O)[C@@H](CC(=O)NCc1cccc(C(F)(F)F)c1)C[C@@H]2C(=O)N1CCN(C(=O)C2CC2)CC1	1%	Dengue-2 NS5 capping pilot replicate=-0.6
O=C(Nc1ccn(CCCN2CCC(N3CCOCC3)CC2)c(=O)n1)OCc1ccccc1	-3%
O=C1N(c2ccccc2C(F)(F)F)O[C@]1(c1ccccc1)C1CCCC1	-4%

Gathered by group, the entries above with a COOH group (five)
SMILES	Dengue-2 NS5 capping	others
O=C(O)/C(=C\c1ccc(Cl)cc1)c1ccc(S(=O)(=O)N2CCCC2)s1	9%
CCOc1ccc(NC(=O)c2ccccc2-c2ccccc2C(=O)O)cc1	2%
CCCCCCC[C@@H](C/C=C/CCC(=O)O)OC	-7%
C[C@H](CO)N1C[C@H](C)[C@@H](CN(C)Cc2ccc(C(=O)O)cc2)Oc2ccc(NC(=O)Cn3cnnn3)cc2C1=O	-1%	Dengue-2 NS5 capping pilot replicate=1.5
C[C@@H]1CN([C@@H](C)CO)S(=O)(=O)c2ccc(-c3ccc(C(=O)N(C)C)cc3)cc2O[C@@H]1CN(C)Cc1ccccc1C(=O)O	-3%

Carrying on:
SMILES	Dengue-2 NS5 capping	others
Cc1ccc(S(=O)(=O)N(Cc2c(F)cccc2Cl)C(=O)N2CCN(C)CC2)cc1	-6%
CC(=O)Nc1ccc(S(=O)(=O)NC2(c3ccccc3)C(=O)N(C)C(=O)N(C)C2=O)cc1	5%
CCCN(CC(=O)Nc1ccccc1C)C(=O)CCCOc1ccc(Br)cc1	-4%
O=C1OCCC1=COCCCCCCOC=C1CCOC1=O	0%
COc1ccc(C(=O)NNC(=O)c2cccc(S(=O)(=O)N3CCOCC3)c2)cc1	-2%
Nc1nccnc1C(=O)OCC(=O)NC1CCCc2ccccc21 (stereo not given)	-6%
C[C@H](CO)N1C[C@H](C)[C@@H](CN(C)C(=O)CN2CCOCC2)Oc2cc(Br)ccc2S1(=O)=O	4%
N#Cc1c(SCc2c(Cl)cccc2Cl)nc(N)[nH]c1=S	0%
O=C(CN1CCN(CC(=O)Nc2ccccc2Cl)CC1)NCC1(N2CCOCC2)CCCCC1	-1%
COc1ccc(COC(=O)CCN=C2NS(=O)(=O)c3ccccc32)cc1F	-7%
CC(OC(=O)CC1CCCC1)C(=O)Nc1ccc(S(N)(=O)=O)cc1 (stereo not given)	1%
CN(C(=O)COC(=O)C1CCN(S(=O)(=O)c2ccc(Cl)cc2)CC1)C1CCS(=O)(=O)C1 (stereo not given)	-3%
CN(C(=O)COn1nnc2ccc(S(=O)(=O)N3CCOCC3)cc21)c1ccccc1	5%
CCCc1cc(=O)[nH]c2nnc(SCC(=O)Nc3cccc(NC(C)=O)c3)n12	-10%
O=C(CCNS(=O)(=O)c1ccccc1)OCC(=O)c1ccc(F)cc1	-3%
O=C(NC1CCCCC1)c1ccc(-c2ccccc2)cc1	8%
CCN(CC)C(=O)[C@H]1C[C@H](CC(=O)NCCCn2ccnc2)C(=O)N2CCc3c([nH]c4cc(CCC(=O)N(C)C)ccc34)[C@]12C	-1%	Dengue-2 NS5 capping pilot replicate=1.2
C[C@H]1CN([C@@H](C)CO)C(=O)c2cccc(NS(=O)(=O)c3ccc(F)cc3)c2O[C@H]1CN(C)S(=O)(=O)c1cn(C)cn1	-2%	Dengue-2 NS5 capping pilot replicate=-3.3
Cc1c([N+](=O)[O-])cnc(Sc2ccccc2)c1[N+](=O)[O-]	-5%
CN(c1ccccc1)S(=O)(=O)c1ccc(Cl)c(C(=O)OCC(=O)c2c(N)n(C)c(=O)n(C)c2=O)c1	2%
COc1ccc(C(=O)NCCS(=O)(=O)N2CCN(Cc3ccccc3)CC2)cc1	5%
Cc1ccc(NC(=O)COc2coc(CN3CCc4ccccc43)cc2=O)cc1Cl	1%
O=C(CC1C[C@H](C(=O)N2CCOCC2)[C@@]2(CCC3CCCC3)c3[nH]c4ccccc4c3CCN2C1=O)NCc1ccco1 (stereo not given in full)	2%	Dengue-2 NS5 capping pilot replicate=-2.8
O=C(Cc1ccccc1)N(c1ccccc1)c1ccccc1	-1%
CC1CCc2[nH]c3ccc(C(=O)N4CCCC(C(F)(F)F)C4)cc3c2C1 (stereo not given)	-5%

(cont.)
SMILES	Dengue-2 NS5 capping	others
Cc1ccsc1C(=O)NC1CCCCC1C (stereo not given)	-6%
COc1ccc(C(=O)N2CCN(S(=O)(=O)c3ccc(Br)cc3)CC2)cc1	-1%
Cc1cc(C(=O)OCC(=O)NC2CC2)ccc1[N+](=O)[O-]	-4%
CC(Sc1nnc(-c2cccs2)n1N)C(=O)NCC1CCCO1 (stereo not given)	4%
CCNC(=O)C(=O)N1CCC2(CC1)OCCN2S(=O)(=O)c1ccc(C)cc1	1%
COc1ccc(C(CNS(=O)(=O)c2ccc(F)cc2)N2CCN(C)CC2)cc1 (stereo not given)	-1%
Cc1cc(C)n2nc(C(=O)OCC(=O)N(C)CC(=O)Nc3ccc(F)cc3)nc2n1	-6%
